High-throughput results as filed in PubChem.
MPTP block: inhibitors of mitochondrial permeability transition pore | 360,000 tested, 1.4% active | isolated mouse mitochondria, Ca2+ swelling absorbance, 30 min | inhibition, % at 10 µM | AID 602449;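 active = inhibition of 50% or more, scaled per plate between neutral and stimulator controls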;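 note: 0% = DMSO wells given calcium and 100% = 1 mM EGTA wells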
* marks the source's active call; other numbers are inactive results. Only part of the results is shown; the hit share may differ from the screen's.

CCCS(=O)(=O)NC(=O)C1(C)CCCN(C(=O)c2cc(C)n(C(C)(C)C)n2)C1 (stereo unspecified)
  MPTP block: -0.2
COc1ccc([C@H]2CN(CCc3ccccc3)C(=O)[C@@H]2CC(=O)Nc2ccccc2)cc1
  MPTP block: -0.5
c1ccc2sc(-n3cc(C4CCCCC4)nn3)nc2c1
  MPTP block: -0.2
Cc1ccsc1C(=O)N1CCC1(C)C(=O)NS(=O)(=O)c1cccc(F)c1 (stereo unspecified)
  MPTP block: -0.4
CC1=C(C(=O)N2CCOCC2)CC(CC(=O)NCCc2ccccn2)C(=O)N1CCCN1CCCC1=O (stereo unspecified)
  MPTP block: 0.7
O=C(OCc1cn([C@@H]2CN(C(=O)C3CCCCC3)[C@@H](c3ccc(Cl)cc3)C[C@H]2O)nn1)c1ccccc1
  MPTP block: 0.1
COC(=O)c1ccc(N2C(c3cccc(OC)c3)=Cc3ccc(F)cc3C2c2c(C)[nH]c3ccccc23)cc1 (stereo unspecified)
  MPTP block: 1.4
NC(CCc1ccccc1)c1csc(Nc2ccc(C(=O)NCCCO)cn2)n1 (stereo unspecified)
  MPTP block: -0.8
CC1(C)OC(=O)C2=C(C[C@@H](CCOCc3ccccc3)O[C@H]2c2ccc(F)cc2)O1
  MPTP block: 0.4
COc1ccc(-c2csc(C(O)c3ccc(F)c(OC)c3)n2)cn1 (stereo unspecified)
  MPTP block: 2.8
COc1cc2cc(OC(C)=O)c3cc4c(cc3c2c(OC)c1OC)OCO4
  MPTP block: 0.6
COC(=O)[C@@]1(Sc2ccc(C)cc2)CC(=O)N[C@@H]1c1ccc(Br)cc1
  MPTP block: 1.2
CCOC(=O)C1(C)CCCN(C(=O)c2cccc3ccccc23)C1 (stereo unspecified)
  MPTP block: 0.2
CCc1nc2c(OCCOc3ccccc3)cccn2c1N(C)C(=O)c1ccc(C)cc1
  MPTP block: 0.2
CCCCOCCCNC(=O)C[C@@H]1C[C@@]2(C(=O)OC)CCCCC=C2N(Cc2cccc3ccccc23)C1=O
  MPTP block: -1.4

In a second layout: 5 of the compounds above.
Structure	MPTP block
c1ccc2sc(-n3cc(C4CCCCC4)nn3)nc2c1	-0.2
Cc1ccsc1C(=O)N1CCC1(C)C(=O)NS(=O)(=O)c1cccc(F)c1 (stereo unspecified)	-0.4
CC1=C(C(=O)N2CCOCC2)CC(CC(=O)NCCc2ccccn2)C(=O)N1CCCN1CCCC1=O (stereo unspecified)	0.7
O=C(OCc1cn([C@@H]2CN(C(=O)C3CCCCC3)[C@@H](c3ccc(Cl)cc3)C[C@H]2O)nn1)c1ccccc1	0.1
COC(=O)c1ccc(N2C(c3cccc(OC)c3)=Cc3ccc(F)cc3C2c2c(C)[nH]c3ccccc23)cc1 (stereo unspecified)	1.4

Later entries
NS(=O)(=O)c1ccc(CCNC(=O)CSc2nc3ccsc3c(=O)n2Cc2ccccn2)cc1
  MPTP block: 2.4
COCCNC(=O)C1(C)CCCN(C(=O)CCc2ccccc2)C1 (stereo unspecified)
  MPTP block: 0.8
CC(=O)Nc1ccc2sn(-c3ccccc3)c(=O)c2c1
  MPTP block: 8.0
COCCN1C[C@@H](CO)O[C@@H](n2cnc3c(N(C)C)ncnc32)C1
  MPTP block: -0.4
COc1ccc(CNC(=O)Nc2nnc([C@H]3C[C@H](O)[C@@H](CO)O3)s2)cc1
  MPTP block: 0.1
CC(OC(=O)C1COc2ccccc2O1)C(=O)c1ccccc1 (stereo unspecified)
  MPTP block: -1.4
CCCCc1c(-c2ccccc2F)ncn1CCc1ccccc1OC
  MPTP block: 2.1
CC(C)(CN1CCCN(CC(C)(C)C(=O)O)C1=O)C(=O)O
  MPTP block: -0.4
CCNC(=O)C1CCCN(C(=O)c2ccc(C#N)cc2)CC1 (stereo unspecified)
  MPTP block: -1.5
COC1OC2COC(c3ccccc3)OC2C2OC(c3ccccc3)OC12 (stereo unspecified)
  MPTP block: -0.1
COc1ccc(S(=O)(=O)N2CCN(CC(=O)N3CCNC3=O)CC2)cc1OC
  MPTP block: -0.6
CCO/C(C)=N/Oc1cccc(N(C)C)c1
  MPTP block: 1.2
CCOC(=O)[C@]12CCC=C1N(CCC1=CCCCC1)C(=O)[C@H](CC(=O)NCc1cccs1)C2
  MPTP block: 1.2
CC(C)NC(=O)C1(C)Cc2c(-c3cccc(C(N)=O)c3)ccnc2O1 (stereo unspecified)
  MPTP block: -0.2
Cc1ccc(CNC(=O)c2ccc(S(=O)(=O)N3CCCCCC3)cc2)cc1
  MPTP block: 1.5

Cc1cc(Cl)ccc1C(=O)C1CCCN(C(=O)c2ccc3c(c2)OCO3)C1 (stereo unspecified)
  MPTP block: 1.9
Cc1cccc(COC[C@H](CC(C)C)N2CCN(C(=O)c3ccc(C(C)(C)C)cc3)CCC2=O)c1
  MPTP block: -1.2
CCCCNC(=O)C1c2ccccc2OCC(=O)N1CCCN1CCOCC1 (stereo unspecified)
  MPTP block: -2.2
CC(C)(C)c1ccc(CC(=O)N2CCC2(C)C(=O)NS(=O)(=O)c2ccc(C#N)cc2)cc1 (stereo unspecified)
  MPTP block: 2.0
O=S1(=O)CC(N2CC=CC2)CN1Cc1cn(Cc2ccccc2)nn1 (stereo unspecified)
  MPTP block: 5.7
CC(NS(=O)(=O)c1cc2c3c(c1)CCN3C(=O)CC2)c1ccccc1 (stereo unspecified)
  MPTP block: -1.5
CC1(C(=O)NS(=O)(=O)c2ccc(Br)cc2)CCN1C(=O)C1CCCCC1 (stereo unspecified)
  MPTP block: -0.9
CCCNC(=O)c1cc2c(c(-c3cccc(-c4ccccc4F)c3)n1)[C@H](CCO)N(C(=O)CC1CC1)C2
  MPTP block: -1.6
CC1=C(C(=O)N(C)C)CC(CC(=O)NC2CC2)C(=O)N1Cc1ccc(C(C)(C)C)cc1 (stereo unspecified)
  MPTP block: 1.0
COc1cccc(Cn2c(C(C)n3c(C)nc4ccccc43)nc3ccccc32)c1 (stereo unspecified)
  MPTP block: -1.3
CN(C)Cc1ccccc1CNC(=O)c1ccc(Cl)c(S(=O)(=O)NC2CC2)c1
  MPTP block: 0.4
CC(C)OC(=O)N(C)C[C@@H]1OCc2cnnn2CCCC(=O)N([C@@H](C)CO)C[C@@H]1C
  MPTP block: 0.9
CCC(=C(c1ccc(O)cc1)c1ccc(OCCN(C)C)cc1)c1ccccc1
  MPTP block: -1.4
Cc1ccc(S(=O)(=O)N2CCC(=O)N([C@H](COCc3ccc(Cl)cc3Cl)Cc3ccccc3)CC2)cc1
  MPTP block: 0.8
C[C@@H]1CN([C@@H](C)CO)C(=O)c2cc(C#Cc3ccccc3)cnc2O[C@H]1CN(C)C(=O)c1ccccc1F
  MPTP block: 0.1

CC(C)CC#Cc1ccc2c(c1)O[C@H](CN(C)C(=O)Nc1ccccc1)[C@@H](C)CN([C@H](C)CO)S2(=O)=O
  MPTP block: -0.3
COc1ccc(CNC(=O)C2CCCN2C(=O)Nc2cccc(Cl)c2)cc1 (stereo unspecified)
  MPTP block: 0.5
CCNC(=O)C1CCCN(Cc2cc(C(F)(F)F)ccc2Cl)CC1 (stereo unspecified)
  MPTP block: 0.4
COc1ccc(OC)c(NC(=O)Nc2nc(C(N)CCc3ccccc3)cs2)c1 (stereo unspecified)
  MPTP block: 3.4
O=S1(=O)CC(N2CCN(CCO)CC2)CN1Cc1cn(Cc2ccccc2C(F)(F)F)nn1 (stereo unspecified)
  MPTP block: -2.4
Cc1ccc(C)c(C(O)c2ncc(-c3ccc4ccccc4c3)[nH]2)c1 (stereo unspecified)
  MPTP block: 3.7
CCCCCC(=O)N1CCCC1
  MPTP block: 0.0
COc1ccc(-n2ncc3c(SCC(=O)OC(C)C)ncnc32)cc1
  MPTP block: 0.2
CC(C)(C)c1ccc(S(=O)(=O)NC(=O)C2(C)CCN2C(=O)Cc2cccc3ccccc23)cc1 (stereo unspecified)
  MPTP block: 7.2
CCOC(=O)CNC(=O)N(C)[C@H]1C[C@H]2c3[nH]c4ccccc4c3CCN2C[C@H]1[C@H](C)O
  MPTP block: -1.9
CCNC(=O)C1(C)CCCN1C(=O)c1c(F)cccc1F (stereo unspecified)
  MPTP block: 1.2
CC(C)Oc1cc(F)ccc1-c1cc(C(=O)NCc2ccccn2)[nH]n1
  MPTP block: 0.5
CCNC(=O)C1(C)CCCN(Cc2cccc(Oc3ccccc3)c2)C1 (stereo unspecified)
  MPTP block: 0.8
COc1ccc(OC)c(S(=O)(=O)NC(=O)C2(C)CCN2C(=O)Cc2ccccc2)c1 (stereo unspecified)
  MPTP block: -1.9
CC(C)(C)NC(=O)C(c1ccc(C(F)(F)F)cc1)n1c(=O)c(-c2cc3ccccc3[nH]2)nc2ccccc21 (stereo unspecified)
  MPTP block: 3.6

C[C@H]1CN([C@@H](C)CO)C(=O)CCCn2nncc2CO[C@@H]1CN(C)Cc1ccc(Oc2ccccc2)cc1
  MPTP block: -0.9
Cn1cnc(S(=O)(=O)N2CCCCC2c2cc(C(=O)NCc3ccc(Cl)c(Cl)c3)no2)c1 (stereo unspecified)
  MPTP block: 0.7
C[C@@H]1CN([C@H](C)CO)C(=O)c2c(c3ccccc3n2C)-c2ccccc2CO[C@@H]1CN(C)Cc1ccc(O)cc1
  MPTP block: -2.8
CC1=C(C(=O)N2CCOCC2)CC(CC(=O)NC2CCCCC2)C(=O)N1CCCN1CCCC1=O (stereo unspecified)
  MPTP block: -1.2
Cc1ccc(S(=O)(=O)N2[C@H](c3cccc(Cl)c3)CC(=O)[C@@H]3CN(S(=O)(=O)c4ccccc4C)[C@H](c4ccc(Cl)cc4)C[C@@H]32)cc1
  MPTP block: 81.0*
CC(C)(CNC(=O)c1cccc(S(=O)(=O)N2CCCCC2)c1)N1CCOCC1
  MPTP block: 0.6
CC(C)c1cccc(-c2csc(C(C)(O)c3ccc(F)c(F)c3)n2)c1 (stereo unspecified)
  MPTP block: 2.9
Cc1cc(C)cc(Cn2cc(CN3CC(N(C)C)CS3(=O)=O)nn2)c1 (stereo unspecified)
  MPTP block: 0.8
CC(C)C1C(=O)N(Cc2cn(CCC3OCCO3)nn2)CCS(=O)(=O)N1Cc1ccc(-c2cccc(CO)c2)cc1 (stereo unspecified)
  MPTP block: -2.0
C[C@@H]1CN([C@@H](C)CO)C(=O)CCCn2nncc2CO[C@@H]1CN(C)S(=O)(=O)c1ccc(F)cc1
  MPTP block: -0.9
N#CC(c1ccc(N)cc1)C(CC(=O)c1ccccc1)c1ccccc1 (stereo unspecified)
  MPTP block: 0.4
C=CCOC(=O)Nc1nc(CCNC(=O)OC(C)(C)C)c(C(=O)OC)s1
  MPTP block: 11.3
CC(C)C(=O)N1CCCC1(C)C(=O)Nc1ccccc1 (stereo unspecified)
  MPTP block: -0.1
CC(=O)OC[C@@H]1CN(Cc2ccccc2)C[C@H](n2cnc3c(N4CCN(c5ccccc5)CC4)ncnc32)O1
  MPTP block: -1.2
COc1ccc(NC(=O)C2(C)Cc3c(-c4ccc5c(c4)OCO5)ccnc3O2)cn1 (stereo unspecified)
  MPTP block: 1.2

CCOC(=O)C1=CCN(S(=O)(=O)c2ccccc2)C1c1ccc(C)cc1 (stereo unspecified)
  MPTP block: -0.1
COc1cc(OC)cc(C2=Cc3ccccc3C(CC(=O)c3ccco3)N2c2ccc(-c3cnc(OC)nc3)cc2)c1 (stereo unspecified)
  MPTP block: 1.1
CC(C)CNC(=O)C1(C)CCCCCN1C(=O)c1cc2ccccc2s1 (stereo unspecified)
  MPTP block: 2.6
CC(C)C(=O)N1CCCC1(C)C(=O)Nc1ccc(-n2cncn2)cc1 (stereo unspecified)
  MPTP block: -0.9
CCN1C(=O)[C@H]2[C@@H](c3ccc(C(F)(F)F)cc3)N[C@]3(CCCN(Cc4ccc(C(F)(F)F)cc4)C3=O)[C@H]2C1=O
  MPTP block: 3.7
CC1C(=O)N(Cc2cn(CCC3OCCO3)nn2)CCS(=O)(=O)N1Cc1ccc(-c2ccccc2)cc1 (stereo unspecified)
  MPTP block: -0.7
O=C(NCCN1CCC(n2c(=O)[nH]c3ccccc32)CC1)c1ccc(Cl)cc1
  MPTP block: -0.8
CN1OC[C@@H]2CN[C@H](c3ccc(-c4cc5ccccc5o4)cc3)C[C@@H]21
  MPTP block: -2.6
O=C(N=Nc1c(O)[nH]c2ccc(Br)cc12)c1ccco1
  MPTP block: -1.1
Cc1cccc(NC(=O)Nc2nnc([C@@H]3C[C@H](O)[C@@H](CO)O3)s2)c1
  MPTP block: -0.7
C[C@H](CO)N1C[C@H](C)[C@H](CN(C)Cc2cccc(F)c2)Oc2ncc(Br)cc2C1=O
  MPTP block: 0.7
CCCCN1C[C@H](c2ccc(OC)cc2)[C@@H](CC(=O)Nc2ccc(OC)cc2)C1=O
  MPTP block: 0.5
CC(C)CNC(=O)C1(C)CCCN1Cc1ccc(OC(F)(F)F)cc1 (stereo unspecified)
  MPTP block: -0.1
CC1(C(=O)NCc2ccccc2)CN(S(C)(=O)=O)CC(=O)N1Cc1cccs1 (stereo unspecified)
  MPTP block: 0.4
Cc1cccc(-c2nc(CCNC(=O)c3ccco3)cs2)c1
  MPTP block: -1.0

C#CCNC(=O)c1ccc2sc([C@H]3C[C@H](O)[C@@H](CO)O3)nc2c1
  MPTP block: -0.4
COc1cc(NC(=O)c2cccc3c(-c4cnn(C)c4)coc23)cc(OC)c1OC
  MPTP block: 1.6
Cc1cccc(C)c1N1C(=O)c2ccccc2NC(=O)C1C(=O)NCCOc1ccccc1 (stereo unspecified)
  MPTP block: 7.1
Cn1nc(C(C)(C)C)cc1C(=O)N1CCCCC1c1cc(C(=O)Nc2ccc(F)c(Cl)c2)no1 (stereo unspecified)
  MPTP block: 6.6
C[C@H](CO)N1C[C@H](C)[C@@H](CN(C)C(=O)Nc2ccnc(N3CCOCC3)c2)OCc2cnnn2CCCC1=O
  MPTP block: -1.8
CC(=O)c1ccc2c(c1)N(Cc1ccc3ccccc3c1)C(=O)C(C)S2 (stereo unspecified)
  MPTP block: 0.7
C#CCN(C[C@@H]1[C@@H](OC(=O)NCc2ccccc2)[C@@H](OC(=O)NCc2ccccc2)Cn2c(=O)n(CCCCCC)c(=O)n21)S(=O)(=O)c1ccc(C)cc1
  MPTP block: -0.4
O=C(Nc1ccc2c(c1)OCCO2)C1c2ccccc2OCC(=O)N1Cc1ccccc1 (stereo unspecified)
  MPTP block: -0.9
CCN(CC)C(=O)C1=C(C)N(Cc2ccc(F)cc2)C(=O)C(CC(=O)NCc2ccco2)C1 (stereo unspecified)
  MPTP block: -0.7
